# Assay outcomes from PubChem BioAssay.
# ERG Ets-DNA blk: inhibitors of human ERG Ets domain-DNA interaction. P11308. fluorescence polarization, His-ERG Ets domain / labelled DNA. Potency, µM (series often up to 76.9 µM), for the others: top-dose FP activity, negative = inhibition, hits mostly inhibitors. 370,000 tested, 0.028% active; active means well fitted inhibition curve with a large enough effect in the polarisation, with a control signal flat; inconclusive means small, poorly fitted or top-dose-only effect, or effect the other way, or a change in a side signal; inactive means no such curve, though single readings can be large or run the other way; the % refers to the polarisation;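 further: polarization taken with two DNA probes labelled with fluorescein and Texas red; potency means the concentration at half of the fitted maximal effect; % of control where 0% means no effect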
#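 His-tagged ERG Ets domain (1 uM in the protein solution; 300mM KCl, 50mM Tris-HCl, 1mM EDTA, 1mM DTT, pH 7.5) received compound, then a probe mix of 5 nM fluorescein-DNA and 100nM Texas-615-DNA. Fluorescence polarization was read for both dyes.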
# LDHA inh: blocks human lactate dehydrogenase A; AID 1347041; 480,000 tested, 0.15% active; purified LDHA, NADH/diaphorase-resazurin fluorescence; active compounds read low; activity change, % (values are at about 110 or 230 µM); P00338; in the data active means activity change below about -30%; inconclusive means mostly about -25% to -30%;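 further: plate controls were DMSO wells for no effect and wells without enzyme for full effect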
#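 Remaining NADH was detected by diaphorase (0.133 mg/mL) converting 37 µM resazurin to fluorescent resorufin, read at 0 and 20 minutes. The preceding 5-minute room-temperature reaction used 2 nM LDHA, 0.2 mM sodium pyruvate and 0.06 mM NADH at pH 7.4.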
# D2 agonist: activates the human D2 dopamine receptor; HEK293 T-REx D2 cells, calcium flux agonist mode; activation, % at 2 µM; 340,000 tested, 0.53% active;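 active means activation over 3 SD above normal in the single-dose calcium agonist read, cut at about 30% in these data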; further: 0% is about no effect
# Target sequence (P14416 whole entry, looked up): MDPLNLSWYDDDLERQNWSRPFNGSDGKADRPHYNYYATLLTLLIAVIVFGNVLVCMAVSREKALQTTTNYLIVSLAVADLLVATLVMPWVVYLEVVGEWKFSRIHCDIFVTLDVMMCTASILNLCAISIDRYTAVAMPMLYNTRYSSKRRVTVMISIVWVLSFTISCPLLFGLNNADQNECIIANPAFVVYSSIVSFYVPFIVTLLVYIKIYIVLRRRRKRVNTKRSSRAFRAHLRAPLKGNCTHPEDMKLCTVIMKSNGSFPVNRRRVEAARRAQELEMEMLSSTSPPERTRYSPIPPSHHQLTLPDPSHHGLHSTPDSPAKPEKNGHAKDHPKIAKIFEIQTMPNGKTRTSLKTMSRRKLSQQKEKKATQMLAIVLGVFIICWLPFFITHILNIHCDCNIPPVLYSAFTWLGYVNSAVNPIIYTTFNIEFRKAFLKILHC
#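 Agonism scored from kinetic calcium signal (1 read/sec, 180 s) following compound pin transfer, after a 10 s baseline. Cells: HEK293 Trex line expressing inducible D2 receptor coupled to calcium, dye-loaded after overnight culture at 30 C.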
# D2 antag: antagonizes the human D2 dopamine receptor. HEK293 TREx D2 cells, calcium flux, dopamine EC80. inhibition, % at 10 µM. 340,000 tested, 2% active. AID 485344; in the data active means inhibition above about 30%; further: 0% is about no effect
#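 Antagonism is scored as inhibition of an EC80 dopamine-evoked calcium signal in a force-coupled, tetracycline-inducible HEK293 T-REx D2 line, with compound present 180 s before agonist.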
# Glioma ERSR ind: induces the endoplasmic reticulum stress response in human glioma cells; Potency, µM, for the others: at the top dose activation, usual class: activators; 420,000 tested, 0.02% active; U87-MG GRP78 promoter luciferase reporter, 16 h; further: potency means the concentration at half of the fitted maximal effect; series mostly up to about 76 µM; % of control where 0% means no effect; nearly all actives have a fitted effect of over 35% in size
#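 ERSR induction read as luciferase luminescence (Bright-Glo, 10 min at room temperature) in stably transfected human U87-MG glioma cells exposed to compounds for 16 h, using GRP78 as sensor.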
# 12-LOX inh: inhibitors of human 12S-lipoxygenase ALOX12; P18054; purified 12hLO, xylenol orange hydroperoxide absorbance; Potency, µM (doses to about 108 µM), for inactives: at the top dose activity change, negative = inhibition, most hits filed as inhibitors; 580,000 tested, 1.1% active; further: potency means the concentration at half of the fitted maximal effect; on the % scale 0 is the no-effect control and ±100 the full control effect
#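 Purified human 12hLO (150 nM final) in 25 mM Hepes, 0.01% Triton X-100, pH 7.0 was preincubated 15 min at room temperature with compound. Then 40 uM arachidonic acid was added, 30 min. Hydroperoxide was read by Fe-XO absorbance ratio 573/405 nm.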
# RGS4 inhibitor: blocks human RGS4-accelerated GTP hydrolysis; P49798; Transcreener GDP fluorescence polarization, RGS4-accelerated GTP hydrolysis; Potency, µM (top dose mostly 114 µM), for the others: at the top dose activity change, negative = inhibition, hits mostly inhibitors; 390,000 tested, 0.039% active; AID 504845; further: potency means the concentration at half of the fitted maximal effect; on the % scale 0 is the no-effect control and ±100 the full control effect; nearly all actives have a fitted effect of over 75% in size; some results filed as inactive show a strong effect at the top dose
# Target sequence (P49798 whole entry, looked up): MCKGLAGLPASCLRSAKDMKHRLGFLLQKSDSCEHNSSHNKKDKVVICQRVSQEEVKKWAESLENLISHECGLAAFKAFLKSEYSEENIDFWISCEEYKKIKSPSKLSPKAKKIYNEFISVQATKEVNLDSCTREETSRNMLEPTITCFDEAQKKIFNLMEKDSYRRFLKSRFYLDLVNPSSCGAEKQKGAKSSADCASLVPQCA
#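 MLSMR compounds (23 nl, pin-transferred) preincubated 10 min at room temperature with a 500nM (2x) first reagent, then RGS4 at 900nM (2x) plus Transcreener GDP mix added; fluorescence polarization (620/688 nm) read before and after 90 min at 30 °C.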
# Vif-A3F inh: inhibitors of Vif-A3F interaction; Potency, µM (highest dose often 46.1 µM), without a hit: top-dose activity, negative = active; AID 602313; 390,000 tested, 0.2% active; HeLa A3F-eYFP + Vif (tagged APOBEC3F with the HIV-1 protein that degrades it), YFP fluorescence increase; further: potency means the concentration at half of the fitted maximal effect; % of control where 0% means no effect; nearly all actives have a fitted effect of over 65% in size
#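 Fluorescence increase (Ex 488/Em 500-530) after overnight compound treatment at 37 deg C flags inhibition of Vif-driven A3F-eYFP loss in stable HeLa A3F-eYFP/Vif cells seeded overnight beforehand.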
# Vif-A3G inh: inhibitors of Vif-APOBEC3G interaction; Q9HC16; HeLa A3G-eYFP + Vif (tagged APOBEC3G with the HIV-1 protein that degrades it), YFP fluorescence, overnight; Potency, µM (doses to about 46.1 µM), for inactives: at the top dose activity, negative = active, hits mostly inhibitors; 410,000 tested, 0.076% active;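 further: potency means the concentration at half of the fitted maximal effect; on the % scale 0 is the no-effect control and ±100 the full control effect; nearly all actives have a fitted effect of over 60% in size; hits raise eYFP signal because A3G escapes Vif-driven loss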
# Target sequence (Q9HC16 whole entry, looked up): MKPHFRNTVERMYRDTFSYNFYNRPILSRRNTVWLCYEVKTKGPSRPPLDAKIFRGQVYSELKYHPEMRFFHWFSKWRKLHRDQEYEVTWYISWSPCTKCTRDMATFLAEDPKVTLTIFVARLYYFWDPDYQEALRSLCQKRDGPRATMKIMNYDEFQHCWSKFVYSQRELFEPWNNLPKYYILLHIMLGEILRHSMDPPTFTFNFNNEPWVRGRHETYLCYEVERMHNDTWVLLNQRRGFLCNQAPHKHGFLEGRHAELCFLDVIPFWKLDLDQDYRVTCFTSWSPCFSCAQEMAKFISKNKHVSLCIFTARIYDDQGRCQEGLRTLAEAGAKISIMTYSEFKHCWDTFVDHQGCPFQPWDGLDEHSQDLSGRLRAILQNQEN
#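 Read-out is eYFP fluorescence (Ex 488/Em 500-530) from Vif-expressing HeLa A3G-eYFP cells; more signal means A3G escaped Vif-mediated degradation. Cells plated overnight, compound pinned in, incubated overnight at 37 deg C.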
# Starred values were filed as active, the others as inactive; i = inactive; u = inconclusive; x = no result given; & = joins results of further samples; [ ] = remark or other dose. Unless noted, the call rests on the fitted dose curve; in most records, active means well fitted curve in the direction sought with a large enough effect; inconclusive means small, poorly fitted or top-dose-only effect, or another doubt; inactive means no such curve, though single readings can be large; an effect the other way counts as inactive or inconclusive. An excerpt; rates above refer to the full screens.
SMILES,ERG Ets-DNA blk,LDHA inh,D2 agonist,D2 antag,Glioma ERSR ind,12-LOX inh,RGS4 inhibitor,Vif-A3F inh,Vif-A3G inh
CC(C)COC(=O)N1C[C@H](O)C[C@H]1C(=O)Nc1ccc(Cl)cc1,-5.2%,-6.4,1.6,7.5,-2.1%,11.6%,3.2%,12.3%,0.0%
Cn1c2ccccc2c2nnc(SCC(N)=O)nc21,4.9%,-6.2,x,x,-3.8%,17.3%,-1.1%,4.7%,-0.4%
CCn1c(=N)n(CCOc2ccc(Br)cc2)c2ccccc21,-2.5%,-1.1,0.8,x,-10.7%,u,-47.4%,1.0%,8.9%
Cn1c(SCC(=O)Nc2ccc(C(N)=O)cc2)nc2c(c1=O)SCC2,11.6%,-3.7,0.9,-11.5,-2.3%,u,-19.0%,-6.6%,0.6%
CN1/C(=C\C(=O)CSc2nnc(NCc3ccccc3)s2)C(C)(C)c2ccccc21,18.3%,1.1,-1.0,-0.5,-7.8%,u,-27.7%,-9.5%,-24.2%
CCN1C[C@@H]2[C@@H]3C(=O)N(Cc4ccccc4)C(=O)[C@@H]3[C@](CC)(C1=O)N2C(=O)c1ccc(F)cc1,-8.4%,-8.7,x,x,-1.8%,5.4%,8.5%,5.0%,3.5%
CCOC(=O)C1Cn2c(nc3c(c2=O)C2(CCCC2)Cc2ccccc2-3)S1 (configuration not stated),2.6%,-0.8,x,x,-3.2%,0.2%,13.4%,-2.7%,-2.5%
Cc1[nH][nH]c(=O)c1C=NCc1cccnc1,1.0%,-6.2,0.6,1.6,0.9%,-9.4%,8.6%,-5.4%,-0.5%
COc1ccc(CC(=O)N2CCOCC2)cc1OC,-6.0%,-1.7,0.5,0.5,-3.5%,-7.6%,-12.5%,2.9%,-1.2%
CCc1cccc(C)c1NC(=O)CN1C(=O)NC(CCc2ccccc2)C1=O (configuration not stated),3.7%,-7.7,x,x,-4.9%,-29.6%,14.2%,-0.1%,3.9%
O=C(COC(=O)c1cccc(O)c1)c1ccccc1,2.0%,1.7,0.1,-8.5,-2.7%,u,6.7%,1.0%,-3.3%
CCN(CC(=O)Nc1c(C(=O)OC)[nH]c2ccccc12)c1ccc2c(c1)OCO2,-3.5%,12.3,4.3,3.5,-7.7%,-18.9%,-4.5%[56.9 µM],0.3%,-0.1%
Cc1cccc(NC(=O)CN(CC2CCCO2)C(=O)c2cc3ccccc3o2)c1C (configuration not stated),13.7%,-2.6,-1.4,3.4,-2.7%,7.3%,-0.5%,0.1%,-3.7%
COc1ccc(C(C)=O)cc1COc1cc(C)c(Cl)c(C)c1,5.1%,-4.1,0.5,2.1,-3.8%,0.0%,17.1%,6.9%,-2.4%
COc1ccc(OC)c(NC(=O)COC(=O)/C=C/c2ccco2)c1,-1.0%,-5.8,x,x,2.4%,u,5.4%,-7.4%,-0.7%
COc1ccc(C(O)(C2CCCCC2)C(CN2CCCC2)c2ccccc2)cc1 (configuration not stated),9.5%,2.0,0.6,6.8,-5.1%,0.0%,-26.3%,7.1%,1.4%
CCN(CC)C(=O)CSc1nnc2nnc3cc(C)ccc3n12,0.2%,-18.7,1.3,-7.5,0.2%,0.0%,5.7%,11.2%,-6.1%
Cc1cc(N2CCN(C)CC2)n2nc(-c3ccc(Cl)cc3)nc2n1,10.5%,-1.3,1.4,-12.1,-2.6%,u,25.6%,-1.2%,0.1%
CCCCN(C)CCCNC(=O)Cn1ncc2c3ccccc3n(Cc3cc(C)ccc3C)c2c1=O,-2.5%,-3.3,x,x,-1.5%,u,-14.3%,9.6%,9.5%
COc1cc(/C=C/c2nc3ccccc3c(=O)[nH]2)cc(OC)c1OC,-0.2%,-1.4,0.0,1.6,3.0%,u,-20.0%,8.1%,u
CCc1ccc(-n2c(=O)c3ccccc3n3c(=S)[nH]nc23)cc1,-0.4%,-7.5,2.3,14.7,-1.1%,0.0%,-41.5%,1.0%,1.9%
O=C(COc1ncnc2cc([N+](=O)[O-])ccc12)N(CCc1ccccc1)Cc1ccccc1,1.0%,0.8,-1.2,-0.2,-3.8%,-4.1%,18.0%,0.0%,-1.3%
CCC(=O)N1CCc2cc(S(=O)(=O)CCC(=O)Nc3ccc(OC(F)(F)F)cc3)ccc21,-1.6%,3.1,0.5,x,-2.4%,u,-20.2%,2.3%,-0.4%
CCc1nc2c(OCc3ccccc3C(=O)OC)cccn2c1N(C)C(=O)c1cccs1,x,-10.5,x,x,-3.0%,-4.5%,x,x,-26.8%
CC(=O)N1CCCc2cc(S(=O)(=O)N(C)CC(=O)Nc3ccccc3)ccc21,x,0.6,x,x,-4.3%,-11.5%,x,-10.0%,-5.0%
CNS(=O)(=O)c1cccc(C(=O)OCc2cc(Cl)cc3c2OCOC3)c1,-2.1%,-1.8,0.1,-9.6,-1.0%,-10.0%,22.0%,-0.8%,1.4%
N#CCN(C(=O)COC(=O)C1CC2CCCC(C1)C2=O)c1ccccc1 (configuration not stated),-1.0%,4.0,-0.6,2.9,-3.5%,-21.9%,-7.9%,-24.1%,-7.6%
COCc1cc(C)nc2c1C(=O)NC(c1ccc(F)cc1)N2Cc1ccccc1 (configuration not stated),6.1%,-2.4,0.1,x,-3.5%,3.6%,7.1%,2.6%,2.0%
COc1ccc2c(CNCc3ccc(C)o3)c(C(=O)O)n(Cc3ccccc3C)c2c1,0.1%,-4.4,0.7,x,-4.5%,0.9%,-7.2%,0.6%,2.5%
COc1ccc(N2C(=O)CC(Sc3nnc(-c4ccccc4F)n3C)C2=O)cc1 (configuration not stated),8.3%,-10.0,0.0,2.7,-0.9%,-2.9%,-29.4%,2.2%,-0.8%
C=CCn1c(COc2ccc(OC)cc2)nc2ccccc21,-3.9%,-4.9,0.3,-1.8,3.5%,u,1.4%,2.0%,-0.2%
Nc1ccccc1-c1ccccc1N,2.6%,-3.3,-0.4,-22.9,-2.4%,-0.6%,6.0%,6.3%,0.0%
COc1ccccc1C(=O)NCCC(=O)N1CCN(c2ccc(C(F)(F)F)cn2)CC1,-8.7%,-0.3,2.2,-4.5,-3.1%,5.7%,3.8%,-2.9%,3.5%
O=C(O)c1ccc(C=NN=Cc2ccco2)cc1,0.5%,-0.3,x,x,-2.5%,u,8.8%,-8.8%,-1.1%
COc1ccc(S(=O)(=O)N2CCC(C(=O)NCCC(=O)Nc3cccc(OC)c3)CC2)cc1,-7.1%,-0.6,-0.2,5.6,-0.3%,0.2%,11.4%,6.4%,0.1%
Fc1ccc(-c2csc(N3CCOCC3)n2)cc1,-8.2%,-3.8,-2.0,-1.4,6.8%,0.0%,18.9%,8.9%,0.5%
COc1cccc(C(=O)N2CCCCC2CCN2CCCCC2)c1 (configuration not stated),2.6%,-1.9,-1.1,x,-0.9%,0.4%,-6.4%,-8.2%,-3.3%
CC(C)CN(C(=O)COC(=O)c1cc(=O)[nH]c2ccccc12)c1c(N)n(Cc2ccccc2)c(=O)[nH]c1=O,0.6%,-1.3,x,x,-4.0%,-27.7%,0.0%,1.8%,-7.4%
CCCCn1nnnc1C(C1CC1)N1CCN(C/C=C/c2ccccc2)CC1 (configuration not stated),x,5.3,x,x,-2.5%,u,x,x,-1.1%
O=C1CC(c2ccco2)CC(O)=C1C=NCC1CCNCC1 (configuration not stated),-0.6%,5.4,-0.8,12.6,-3.0%,i,-33.9%,-6.1%,2.5%
O=C(Nc1ccc2c(c1)OCCO2)C1CC1c1ccccc1 (configuration not stated),3.9%,-0.6,-1.0,0.9,-3.6%,-20.0%,-14.3%,3.8%,-8.9%
COc1ccccc1C1=NOC(Cn2c(NCCOCCO)nc3c2c(=O)n(C)c(=O)n3C)C1 (configuration not stated),-1.5%,-1.5,0.7,-16.0,0.2%,83.2%[activator],-9.9%,-11.3%,-1.9%
CC(C)N(Cc1ccccc1)C(=O)CN1C(=O)COc2ccc(S(=O)(=O)N3CCCCCC3)cc21,4.0%&6.6%,2.1&3.2,0.5&-0.1,-1.2,-0.9%&-2.5%,u,-4.4%[11.4 µM],-1.9%&-0.2%,2.9%&0.8%
CCCCCCn1cc(C(=O)OCC)c(=O)c2cc(F)c(F)cc21,-5.4%,-0.7,-1.4,0.7,-1.0%,0.0%,-8.0%,3.1%,-9.9%
CC[C@@H](NS(=O)(=O)c1ccc(C)cc1)C(=O)Oc1ccc2c3c(c(=O)oc2c1)CCC3,-4.1%,1.7,-0.5,-4.3,-2.8%,-13.3%,-0.6%,1.1%,1.0%
CCN(CC)C(=O)CC(c1ccc2c(c1)OCO2)c1c(O)cc(OC)cc1OC (configuration not stated),-1.9%,7.5,-0.2,6.8,-4.6%&-1.0%,u,-23.2%&-6.3%,-1.1%,3.0%&5.2%
COC(=O)/C(=C/c1ccco1)NC(=O)c1ccco1,-2.0%,-5.2,x,x,-5.3%,-0.4%,-21.2%,-5.6%,2.5%
Cc1cc2cccc(C)c2nc1SCC(=O)NCC1CCCO1 (configuration not stated),68.9%[activator][15.4 µM],-1.1,0.5,-9.2,-5.2%,u,14.3%,2.4%,-6.6%
